# ALOX12 inh – inhibitors of human 12S-lipoxygenase ALOX12; purified 12hLO, xylenol orange hydroperoxide absorbance; Potency, µM (titrated, usually from 108 µM), without a hit: at the highest dose activity change, negative = inhibition, actives largely listed as inhibitors; 580,000 compounds, 1.1% hits; AID 1671190; note: potency is the fitted concentration of half-maximal effect; % is set by controls: 0 for no effect and ±100 for the full control effect
# Target sequence (P18054 whole entry, looked up): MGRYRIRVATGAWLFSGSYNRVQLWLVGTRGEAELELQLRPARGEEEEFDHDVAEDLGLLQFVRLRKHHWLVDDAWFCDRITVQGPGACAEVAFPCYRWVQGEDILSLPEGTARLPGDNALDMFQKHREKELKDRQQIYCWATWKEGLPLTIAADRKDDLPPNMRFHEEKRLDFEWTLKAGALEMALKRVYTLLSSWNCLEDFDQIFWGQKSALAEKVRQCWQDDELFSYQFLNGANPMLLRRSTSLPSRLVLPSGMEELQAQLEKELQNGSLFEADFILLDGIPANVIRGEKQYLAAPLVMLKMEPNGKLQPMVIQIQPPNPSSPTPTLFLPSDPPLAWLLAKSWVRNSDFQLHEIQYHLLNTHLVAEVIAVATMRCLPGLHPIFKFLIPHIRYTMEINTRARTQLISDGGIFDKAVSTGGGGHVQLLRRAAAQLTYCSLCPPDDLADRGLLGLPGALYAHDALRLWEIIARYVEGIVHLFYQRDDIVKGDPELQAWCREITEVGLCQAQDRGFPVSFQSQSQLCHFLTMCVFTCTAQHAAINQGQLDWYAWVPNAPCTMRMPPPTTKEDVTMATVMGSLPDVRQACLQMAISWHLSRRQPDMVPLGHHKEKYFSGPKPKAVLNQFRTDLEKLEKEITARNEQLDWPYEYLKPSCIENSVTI
#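 Hydroperoxide product was detected by ferrous iron/xylenol orange as the 573 to 405 nm absorbance ratio. Arachidonic acid at 40 uM (final) was turned over for 30 min at room temperature by 150 nM human 12hLO, pH 7.0 Hepes buffer, after 15 min compound preincubation.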
# D2 antag – antagonizes the human D2 dopamine receptor | HEK293 TREx D2 cells, calcium flux, dopamine EC80 | inhibition, % at 10 µM | 340,000 compounds, 2% hits; in the data active = inhibition above about 30%; note: 0% is about no effect
#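 HEK293 T-REx D2 cells, tet-induced, calcium dye no-wash. Cpd pintool add, 180 s kinetic, then EC80 DA, 180 s kinetic. Ca flux read.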
# Vif-APOBEC3F blk – Vif-A3F binding inhibition. AID 602313. HeLa A3F-eYFP + Vif (tagged APOBEC3F with the HIV-1 protein that degrades it), YFP fluorescence increase. Potency, µM (titrated, usually from 46.1 µM), for the others: at the top dose activity, negative = active. 390,000 compounds, 0.2% hits; note: potency is the fitted concentration of half-maximal effect; % of control where 0% means no effect; nearly all actives have a fitted effect of over 65% in size
#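 Fluorescence increase (Ex 488/Em 500-530) after overnight compound treatment at 37 deg C flags inhibition of Vif-driven A3F-eYFP loss in stable HeLa A3F-eYFP/Vif cells seeded overnight beforehand.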
# GRP78 ERSR act – induces the endoplasmic reticulum stress response in human glioma cells; Potency, µM, without a hit: at the highest dose activation, usual class: activators; 420,000 compounds, 0.02% hits; U87-MG GRP78 promoter luciferase reporter, 16 h; note: potency is the fitted concentration of half-maximal effect; series mostly up to about 76 µM; % of control where 0% means no effect; nearly all actives have a fitted effect of over 35% in size
#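 Stably transfected U87-MG glioma cells carrying a GRP78-based luciferase sensor; 16 h compound incubation. Luminescence end-point read 10 min after Bright-Glo addition at room temperature.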
# RGS4 inh – blocks human RGS4-accelerated GTP hydrolysis; Transcreener GDP fluorescence polarization, RGS4-accelerated GTP hydrolysis; 390,000 compounds, 0.039% hits; AID 504845; Potency, µM (doses to about 114 µM), for the others: at the top dose activity change, negative = inhibition, hits mostly inhibitors; note: potency is the fitted concentration of half-maximal effect; % is set by controls: 0 for no effect and ±100 for the full control effect; nearly all actives have a fitted effect of over 75% in size; some results filed as inactive show a strong effect at the top dose
#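 MLSMR compounds (23 nl, pin-transferred) preincubated 10 min at room temperature with a 500nM (2x) first reagent, then RGS4 at 900nM (2x) plus Transcreener GDP mix added; fluorescence polarization (620/688 nm) read before and after 90 min at 30 °C.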
# Vif-APOBEC3G blk – blocks the Vif interaction with human APOBEC3G; Q9HC16; 410,000 compounds, 0.076% hits; Potency, µM (top dose mostly 46.1 µM), inactives show top-dose activity, negative = active, hits mostly inhibitors; HeLa A3G-eYFP + Vif (tagged APOBEC3G with the HIV-1 protein that degrades it), YFP fluorescence, overnight; AID 602310;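 note: potency is the fitted concentration of half-maximal effect; % is set by controls: 0 for no effect and ±100 for the full control effect; nearly all actives have a fitted effect of over 60% in size; hits raise eYFP signal because A3G escapes Vif-driven loss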
#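 HeLa cells stably expressing Vif and C-terminally eYFP-tagged A3G, seeded overnight at 37 deg C, then exposed to compound by pintool overnight at 37 deg C. Rise in yellow fluorescence (Ex 488/Em 500-530, Acumen) marks blocked Vif-driven A3G degradation.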
# D2 ag – D2 dopamine receptor (human) agonism. activation, % at 2 µM. HEK293 T-REx D2 cells, calcium flux agonist mode. P14416. 340,000 compounds, 0.53% hits;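 active = activation over 3 SD above normal in the single-dose calcium agonist read, cut at about 30% in these data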; note: 0% is about no effect
#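 In this primary screen, compounds producing a positive calcium signal within 180 s of addition to tetracycline-induced, force-coupled HEK293 Trex D2 cells are flagged; cells are dye-loaded with a no-wash calcium kit beforehand.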
# ERG Ets-DNA blk – blocks human ERG Ets domain binding to DNA; 370,000 compounds, 0.028% hits; fluorescence polarization, His-ERG Ets domain / labelled DNA; P11308; Potency, µM (titrated, usually from 76.9 µM), inactives show top-dose FP activity, negative = inhibition, actives largely listed as inhibitors; active = well fitted inhibition curve with a large enough effect in the polarisation, with a control signal flat; inconclusive = small, poorly fitted or top-dose-only effect, or effect the other way, or a change in a side signal; inactive = no such curve, though single readings can be large or run the other way; the % refers to the polarisation;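 note: polarization taken with two DNA probes labelled with fluorescein and Texas red; potency is the fitted concentration of half-maximal effect; % of control where 0% means no effect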
# Target sequence (P11308 whole entry, looked up, the tested form may be a part): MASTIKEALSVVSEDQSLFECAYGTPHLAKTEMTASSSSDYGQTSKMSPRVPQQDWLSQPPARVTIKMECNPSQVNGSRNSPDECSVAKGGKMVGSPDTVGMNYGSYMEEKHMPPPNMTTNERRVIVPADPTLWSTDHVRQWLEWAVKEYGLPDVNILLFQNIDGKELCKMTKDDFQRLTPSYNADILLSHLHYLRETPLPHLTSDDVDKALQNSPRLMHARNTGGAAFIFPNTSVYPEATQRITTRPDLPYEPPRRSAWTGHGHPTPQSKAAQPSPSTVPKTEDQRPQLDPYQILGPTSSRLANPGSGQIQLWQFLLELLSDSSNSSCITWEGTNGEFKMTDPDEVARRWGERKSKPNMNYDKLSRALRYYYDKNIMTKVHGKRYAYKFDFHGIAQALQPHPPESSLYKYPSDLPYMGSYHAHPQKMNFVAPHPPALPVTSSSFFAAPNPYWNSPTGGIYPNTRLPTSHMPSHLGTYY
#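 His-tagged ERG Ets domain (1 uM in the protein solution; 300mM KCl, 50mM Tris-HCl, 1mM EDTA, 1mM DTT, pH 7.5) received compound, then a probe mix of 5 nM fluorescein-DNA and 100nM Texas-615-DNA. Fluorescence polarization was read for both dyes.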
# LDHA inh – LDHA (human) enzyme inhibition; 480,000 compounds, 0.15% hits; purified LDHA, NADH/diaphorase-resazurin fluorescence; active compounds read low; AID 1347041; activity change, % (values are at about 110 or 230 µM); P00338; in the data active = activity change below about -30%; inconclusive = mostly about -25% to -30%;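 note: plate controls were DMSO wells for no effect and wells without enzyme for full effect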
#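 LDH5 2 nM; NADH 0.06 mM, pyruvate 0.2 mM; 200 mM Tris pH 7.4, EDTA, Tween-20; 5 min RT. Detection: diaphorase 0.133 mg/mL + resazurin 37 µM, fluorescence ex540/em590 at 0 and 20 min; normalized to enzyme-free and DMSO wells.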
# * = called active by the depositor; ? = inconclusive; / = no result given; & = joins results of further samples; [ ] = remark or other dose. Unless noted, calls come from the whole dose curve; as a rule, active = well fitted curve in the direction sought with a large enough effect; inconclusive = small, poorly fitted or top-dose-only effect, or another doubt; inactive = no such curve, though single readings can be large; an effect the other way counts as inactive or inconclusive.
nr	Compound	LDHA inh	ERG Ets-DNA blk	RGS4 inh	D2 ag	GRP78 ERSR act	ALOX12 inh	Vif-APOBEC3F blk	Vif-APOBEC3G blk	D2 antag
1	COc1ccc(-n2nc(C(=O)NCC(=O)NCC3CCCO3)c3ccccc3c2=O)c(OC)c1 (configuration not stated)	-2	3%	-2%	0.1	-5%	-21%	2%	2%	-15
2	CC1CCCCC1NC(=O)Cn1nc(-c2ccccc2)ccc1=O (configuration not stated)	-10	/	-2%	0.7	-4%	0%[57.4 µM]	0%	1%	-29
3	CN(C(=O)Cn1nc(C(=O)O)c2ccccc2c1=O)C1(C#N)CCCCC1	-8&10	-11%	42%	0.1	-3%	13%&12%	0%	2%	12
4	Cc1ccc2[nH]c(=O)c3cc(C(=O)NC(C)C)sc3c2c1	-1	2%	-52%	-1.0	-2%	?	18%	6%	20
5	Cc1ccccc1-n1cc(CNC(=O)CCc2nnc(CCc3ccccc3)o2)cn1	1	4%	-12%	-0.1	0%	2%	?	5%	3
6	COc1cccc(CC(=O)N2CCN(c3ccccc3[N+](=O)[O-])CC2)c1	-3	10%	-8%	2.7	0%	75%[activator]	-2%	-7%	-9
7	CCN(CC)S(=O)(=O)c1ccc(NC(=O)COC(=O)CN2C(=O)c3ccccc3C2=O)cc1	-9	3%	-7%	0.8	-1%	-20%	-2%	-1%	7
8	Cc1ccc(N2C(=O)CC(N3CCc4ccccc43)C2=O)cc1Cl (configuration not stated)	-2	-1%	-19%	0.0	-2%	-1%	4%	0%	-2
9	CCC(CC)c1nnc(NC(=O)c2ccc(N3CCCC3=O)cc2)s1	-7	0%	16%	-1.6	-3%	5%	-1%	1%	-2
10	COCCCNC(=S)N1CCN(c2ccc([N+](=O)[O-])cc2)CC1	-5	6%	-13%	-0.9	-4%	-17%	2%	1%	5
11	COc1ccc2sc(N(CCCN(C)C)C(=O)c3ccc(S(=O)(=O)N(C)Cc4ccccc4)cc3)nc2c1	-2	5%	-14%	0.6	-4%	?	-5%	0%	20
12	COCCCNC(=O)C1CCCN(c2ncnc3onc(C)c23)C1 (configuration not stated)	-12	-3%	-5%	0.8	0%	2%	0%	4%	/
13	COc1ccccc1N1CCN(CC(O)COCc2cccs2)CC1 (configuration not stated)	-4	13%	7%	1.8	-3%	-23%	-9%	1%	81*
14	O=C(Nc1nc2ccccc2[nH]1)C1CCN(S(=O)(=O)c2cccs2)CC1	-6	-1%	14%	0.4	4%	139%[activator]	-3%	-9%	1
15	COc1ccc(N2CCN(C(=O)CCc3ccc(S(=O)(=O)NC(C)C)cc3)CC2)cc1	2	/	-5%	0.7	-5%	-28%	0%	-4%	0
16	O=C(CN1C(=O)C2C3CCC(C3)C2C1=O)OCC(=O)c1ccccc1 (configuration not stated)	-18	-2%	2%	0.6	8%	0%	4%	0%	15
17	CCN(CC1CCCO1)C(=O)c1cc(COc2ccc(OC)cc2Cl)on1 (configuration not stated)	1	9%	14%	-1.2	3%	9%	-5%	-7%	-18
18	CCCCSc1nc(C)cc(C)c1S(=O)(=O)c1ccccc1C	1	-1%	12%	0.5	4%	0%	2%	-6%	-8
19	Cc1ccccc1C(=O)NN1CCOCC1	-5	-2%	-6%	1.4	0%	-8%	-15%	3%	-7
20	Cc1cc([N+](=O)[O-])nn1CC(=O)Nc1nccs1	-3	-3%	-17%	1.0	-3%	?	1%	-1%	7
21	COc1ccc(CCN2C(=O)CC(N3CCOCC3)C2=O)cc1OC (configuration not stated)	-6	-1%	20%	0.0	-2%	7%	-5%	-2%	-14
22	CCOc1ncccc1C(=O)N(C)CC1COc2ccccc2O1 (configuration not stated)	-1	7%	-31%	-0.1	-1%	3%	-6%	-9%	-1
23	CC1CCCCC1NC(=O)CSc1nnc(C(F)(F)F)n1C (configuration not stated)	-1	/	/	/	-5%	1%	-2%	1%	/
24	CC(C)C(=O)Nc1cccc(S(=O)(=O)NC2=NCCC2)c1	-3	/	/	/	-3%	-2%	0%	2%	/
25	CC(=O)[C@@]1(O)CC[C@H]2[C@@H]3C[C@H](C)C4=CC(=O)C=C[C@]4(C)[C@@]3(F)[C@@H](O)C[C@@]21C	-4	-5%	18%	-2.0	1%	0%	6%	-3%	-45
26	CCN1C(=O)[C@H]2[C@@H](c3ccc(C(F)(F)F)cc3)N[C@]3(CCCN(Cc4ccc(OC)cc4)C3=O)[C@H]2C1=O	-5	/	/	/	-7%	?	-7%	1%	/
27	O=S(=O)(c1ccc2c(c1)CCC2)N1CCN(c2nc(-c3ccccc3)nc3ccccc23)CC1	-5	/	11%	/	-3%	/	/	-1%	/
28	Cc1ccn2c(=O)c(NC(=O)c3cccs3)c(C)nc2c1	2	12%	9%	0.2	3%	6%	?	1%	-4
29	O=C(CNc1cc(S(=O)(=O)N2CCOCC2)ccc1N1CCCC1)NCc1ccco1	-1	5%	2%	1.0	-3%	0%	5%	-9%	13
30	CCN(C(=O)COC(=O)CN(C)S(=O)(=O)c1ccc(NC(C)=O)cc1)C1CCS(=O)(=O)C1 (configuration not stated)	-8	-9%	-14%	1.7	0%	0%	-8%	3%	7
31	CN(C)C(=O)c1ccc(NC(=O)COc2cccc(Oc3ccccc3)c2)cc1	-1	-24%	1%	0.0	-4%	10%	1%	6%	-5
32	O=C(Nc1ccnn1C1CCN(C2CCCCC2)CC1)c1ccccc1	-5	-22%	29%	-0.7	-2%	0%	5%	0%	17
33	CCc1ccc(/C=c2\s/c(=C\C(=O)C(C)(C)C)[nH]c2=O)cc1	0	0%	-36%	0.2	12%	0%	-6%	-9%	0
34	Cc1onc(-c2ccccc2Cl)c1C(=O)NCc1cccs1	1&-6	8%	-8%	/	-2%	0%&8%	4%	-1%	/
35	CCC(=O)N1CCc2cc(S(=O)(=O)NC(C(=O)NCc3ccc(F)cc3)C(C)C)ccc21 (configuration not stated)	-5	-2%	-17%	1.2	-5%	12%	1%	-1%	6
36	Cc1ccccc1S(=O)(=O)N1[C@@H](c2ccccc2)C(C(=O)O)=CC[C@H]1c1ccc(Cl)cc1	-4	1%	0%	-0.4	-6%	?	2%	-6%	-8
37	COc1ccc(-n2c(SCC(=O)N3CCCc4ccccc43)nc3c([nH]c4ccccc43)c2=O)cc1	-9	3%	-2%	0.0	-2%	0%	-3%	-3%	/
38	COc1ccc(C2=NN(C(=O)CSc3nnnn3C)C(c3ccco3)C2)cc1 (configuration not stated)	1	-2%	-15%	0.5	-1%	3%	0%	2%	-19
39	CCc1ccc(OCC(=O)O/N=C(\N)c2cccnc2)cc1	1	-18%	-23%	0.5	2%	20%	8%	0%	2
40	CC(=O)c1ccc(NC(=O)c2cc(-c3cccs3)on2)cc1	-14	3%	1%	1.8	3%	13%	-3%	1%	2

# Record cards, from the list above. Order of values: LDHA inh, ERG Ets-DNA blk, RGS4 inh, D2 ag, GRP78 ERSR act, ALOX12 inh, Vif-APOBEC3F blk, Vif-APOBEC3G blk, D2 antag
# Profile of CCC(=O)N1CCc2cc(S(=O)(=O)NC(C(=O)NCc3ccc(F)cc3)C(C)C)ccc21 (configuration not stated) → -5, -2%, -17%, 1.2, -5%, 12%, 1%, -1%, 6
# Profile of CC(=O)c1ccc(NC(=O)c2cc(-c3cccs3)on2)cc1 → -14, 3%, 1%, 1.8, 3%, 13%, -3%, 1%, 2

# (cont.)
nr	Compound	LDHA inh	ERG Ets-DNA blk	RGS4 inh	D2 ag	GRP78 ERSR act	ALOX12 inh	Vif-APOBEC3F blk	Vif-APOBEC3G blk	D2 antag
41	COCC1CCCCN1C(=O)c1cc(COc2ccc(C)c(C)c2)on1 (configuration not stated)	-3	/	/	/	1%	9%	4%	2%	/
42	CSc1nc(C(C)C)ccc1CNC(=O)CC(C)c1ccccc1 (configuration not stated)	3	1%	-15%	-1.3	-4%	?	9%	10%	-3
43	CN(C(=O)CSc1nc2ccc(Br)cc2c(=O)n1Cc1ccco1)C1CCS(=O)(=O)C1 (configuration not stated)	-9	-12%	-13%	0.2	-3%	11%	1%	7%	7
44	COCCNc1nc(-c2ccccc2F)c2sc(-c3ccccc3)cc2n1	-2	/	/	/	-3%	?	/	-13%	/
45	Fc1ccccc1CN1CCCCCCC1	-16	-9%	8%	-0.5	-4%	?	4%	-5%	6
46	Cc1nn(-c2ccccc2)c(N2CCCC2)c1/C=N/n1cnc2scc(-c3ccccc3)c2c1=O	2&0	-6%	-10%&7%	-0.1	-4%&-5%	416%[activator]	-1%	0%&-1%	5
47	CCCCn1c(N)c(N(CCC(C)C)C(=O)C2CCCN(C(=O)c3ccc(Cl)cc3)C2)c(=O)[nH]c1=O (configuration not stated)	-2	2%	2%	-0.5	-3%	-20%	2%	-1%	-10
48	CCC(Sc1nnc(C)c(=O)[nH]1)C(=O)Nc1cccc2ccccc12 (configuration not stated)	16	3%	-40%	-1.5	-1%	?	?	-6%	-1
49	COC(=O)c1ccc(NC(=O)CC2C(=O)N(c3ccccc3)C(=O)N2C2CCCC2)cc1 (configuration not stated)	-2	4%	2%	/	1%	?	0%	-6%	/
50	COc1ccc(N2CCN(Cc3nc(N)nc(N4CCCc5ccccc54)n3)CC2)cc1	2	-2%	12%	49*	-6%	0%	/	1%	7
51	COc1ccc(CNC(=O)C2CCCN(c3nc4ccccc4o3)C2)c(OC)c1 (configuration not stated)	-7	-3%	3%	-0.5	-3%	-23%	3%	-5%	4
52	Cc1ccc(Cn2c(=O)n(C)c(=O)c3sccc32)cc1	-5	-1%	-13%	-0.2	-1%	5%	0%	2%	1

# Screening results (PubChem BioAssay)

# An excerpt; count on the stated rates, not on these rows.
